# CHT block: inhibits the human high affinity choline transporter; actives 0.86% (n = 310,000); CHT-expressing cells, membrane potential dye, choline response; hits give low values; Q9GZV3; B-score at 10 µM; AID 488975;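 active means B-score over 3 SD under the library average, and starting fluorescence ratio not unusually high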;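 further: choline stimulus applied at its EC90 after an EC20 pre-addition; B-score computed on integrated fluorescence ratio after choline addition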
# Target sequence (Q9GZV3 whole entry, looked up): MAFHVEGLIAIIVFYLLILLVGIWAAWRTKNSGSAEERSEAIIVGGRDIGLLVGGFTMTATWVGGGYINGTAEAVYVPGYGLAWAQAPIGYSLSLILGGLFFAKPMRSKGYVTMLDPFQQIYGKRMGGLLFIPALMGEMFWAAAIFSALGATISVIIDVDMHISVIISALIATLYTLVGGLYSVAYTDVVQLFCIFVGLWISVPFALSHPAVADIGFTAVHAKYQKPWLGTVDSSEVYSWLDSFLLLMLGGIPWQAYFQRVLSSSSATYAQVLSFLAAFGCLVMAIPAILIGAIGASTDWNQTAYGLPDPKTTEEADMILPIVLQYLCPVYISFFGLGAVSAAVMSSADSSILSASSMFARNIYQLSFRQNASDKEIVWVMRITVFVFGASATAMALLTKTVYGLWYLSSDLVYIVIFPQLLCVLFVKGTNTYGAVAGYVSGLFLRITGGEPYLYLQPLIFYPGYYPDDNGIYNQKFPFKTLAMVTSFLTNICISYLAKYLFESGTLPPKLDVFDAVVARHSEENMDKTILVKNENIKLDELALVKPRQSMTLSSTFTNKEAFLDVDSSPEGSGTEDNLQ
# Kir21 block: inhibitors of mouse Kir2.1 inward-rectifier potassium channel | HEK293-Kir2.1, FluxOR thallium flux fluorescence; hits give low values | actives 0.85% (n = 310,000) | AID 1672 | P35561 | B-score at 10 µM;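 active means fluorescence ratio B-score at or below minus 3 SD of library scores, with starting-brightness B-score within 2 SD, cut at about -4.2 in these data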;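 further: channel flux triggered by added potassium and thallium sulfate stimulus; B-score of peak minus minimum fluorescence over baseline after thallium stimulus; more negative B-score means stronger Kir2.1 block with less thallium influx; some compounds called inactive have numbers as strong as hits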
# Target sequence (P35561 whole entry, looked up): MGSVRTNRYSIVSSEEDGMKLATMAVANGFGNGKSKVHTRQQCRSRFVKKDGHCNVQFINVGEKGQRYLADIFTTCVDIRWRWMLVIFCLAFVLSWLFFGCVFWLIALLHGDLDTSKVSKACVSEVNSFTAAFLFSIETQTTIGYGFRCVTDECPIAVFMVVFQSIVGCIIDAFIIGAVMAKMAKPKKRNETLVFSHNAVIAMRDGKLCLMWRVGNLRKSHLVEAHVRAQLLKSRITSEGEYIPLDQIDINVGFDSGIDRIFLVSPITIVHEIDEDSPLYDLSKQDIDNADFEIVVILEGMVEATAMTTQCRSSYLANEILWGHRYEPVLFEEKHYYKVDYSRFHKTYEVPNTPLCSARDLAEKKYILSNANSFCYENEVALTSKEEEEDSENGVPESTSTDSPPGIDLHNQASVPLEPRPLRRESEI
# * hit, by the source's call; i = inactive; / = no result given.
SMILES,CHT block,Kir21 block
CCOc1cccc(N2C(=O)CC(N3CCC(C(N)=O)(N4CCCCC4)CC3)C2=O)c1 (stereo unspecified),i,-1.1
CCC(C)(C)NC(=O)C(c1ccc(O)cc1)N(C(=O)Cn1nnc2ccccc21)c1ccc(NC(C)=O)cc1 (stereo unspecified),i,0.11
COc1cc(/C=N/NS(=O)(=O)c2ccc(C(C)(C)C)cc2)cc([N+](=O)[O-])c1O,i,1.8
COc1ccc(NS(=O)(=O)c2ccc(Oc3ncccn3)cc2)cc1,i,0.11
COc1cccc(Oc2ncnc(N)c2[N+](=O)[O-])c1,i,-0.53
CC(C)C(=O)Nc1nnc(SCc2cccc(F)c2)s1,i,-2.6
Cn1nccc1C(=O)N1CCCC(C(=O)c2cccc3ccccc23)C1 (stereo unspecified),i,-0.07
COc1ccc(CCNC(=O)CCCn2c(=O)c3cccn3c3cccnc32)c(OC)c1OC,i,-0.41
CCCSc1nnc2n(N)c(=O)c3ccccc3n12,i,0.68
CCOc1ccc(C2C=C(c3ccccc3)Nc3nnnn32)cc1 (stereo unspecified),i,0.04
COC(=O)c1ccc2c(=O)n(C3CCCCC3)c(SCC#N)nc2c1,i,-0.54
CC(C)OC(=O)c1cc2c(ccn2C)n1CC(=O)N(Cc1ccccc1)c1ccccc1,i,-0.96
COC(=O)c1ccc(NC(=O)CN2CCN(c3ccccn3)CC2)cc1,i,0.99
CCN1/C(=C/C=C/C=C/C=C/c2sc3ccccc3[n+]2CC)Sc2ccccc21,i,0.83
Cc1ccsc1C(=O)NNC(=O)c1ccc(NS(=O)(=O)c2cccs2)cc1,i,-0.15
CC1CN(C2CCN(C(=O)c3ccccc3)CC2)CC(C)O1 (stereo unspecified),i,0.9
O=S(=O)(c1ccc(Br)cc1)N1CCN(c2ccccc2)CC1,i,0.05
O=C(c1ccc(C#CC2(O)CCCCC2)cc1)N1CCN(C(c2ccccc2)c2ccccc2)CC1,i,-0.34
COC(=O)COc1cccc2c(=O)n(CC(=O)NCc3ccccc3)ccc12,i,-0.49
Cc1cc(C)nc(SCCS(=O)Cc2ccc(Cl)cc2)n1 (stereo unspecified),i,-1.9
CCOC(=O)C1=C(N)n2c(s/c(=C\c3cccnc3)c2=O)=C(C(=O)OC)C1c1cccnc1 (stereo unspecified),i,-1.9
Cc1ccc(N2C(=O)N(C(C)C)C(C)(C)CC2(C)O)cc1 (stereo unspecified),i,-0.18
CCN1C(=O)C(CC(=O)NCc2ccc(Cl)cc2)N(CC)C1=O (stereo unspecified),i,1.8
CCCC(=O)Nc1ccc(C(=O)N/N=C2\CC(=O)CC(C)(C)C2)cc1,i,1.2
O=C(OCC(=O)N1CCCc2ccccc21)c1cccc(S(=O)(=O)N2CCOCC2)c1,i,-0.58
CCOc1cc(CNCCO)cc(Br)c1OCc1ccccc1Cl,i,-9*
Cc1nnsc1C(=O)NNS(=O)(=O)c1ccccc1,i,-0.93
CCOC(=O)c1ccc(N=c2sc(C(=O)OC)cc(=O)n2Cc2ccc3c(c2)OCO3)cc1,i,1.2
Cc1ccccc1Oc1nc2c(C)cccn2c(=O)c1/C=C(\C#N)C(=O)NC1CCS(=O)(=O)C1 (stereo unspecified),i,-4.1
COC(=O)C1C(O)=C(C=Nc2cccc3ccccc23)C(=O)CC1(C)C (stereo unspecified),i,0.67
O=C(Cn1c(=O)c2cccn2c2ccc(F)cc21)N1CCN(c2ccc(F)cc2)CC1,i,-0.04
CC1CCN(C(=O)C2CCCN(c3ncnc4c3nc3n4CCCCC3)C2)CC1 (stereo unspecified),i,-0.51
C#Cc1ccc([C@@H]2C=C(C(=O)O)O[C@H](OCc3ccc(CO)cc3)C2)cc1,i,1.2
O=c1c2c(ncn1Cc1ccccc1)nc1n2CCC1,i,-0.04
O=C(NCCc1ccccc1)C1CCCN(C(=O)NC2CCCCC2)C1 (stereo unspecified),i,0.69
CCCCc1ccc(NC(=S)NCCO)cc1,i,-2.2

# Brought forward from above: two entries, followed by the next part.
SMILES,CHT block,Kir21 block
O=C(NCCc1ccccc1)C1CCCN(C(=O)NC2CCCCC2)C1 (stereo unspecified),i,0.69
CCCCc1ccc(NC(=S)NCCO)cc1,i,-2.2
COc1cc(/C=C(/C#N)C(=O)Nc2ccccc2)ccc1OCc1ccc(C(=O)O)cc1,i,0.22
CC(Oc1ccc(Cl)cc1)C(=O)N1CCCc2ccccc21 (stereo unspecified),i,-5.7*
O=C(O)c1ccccc1NCCO,i,-0.2
COc1ccc(CN(CC(=O)NCC2CCCO2)C(=O)CCC(=O)Nc2cc(C)on2)cc1 (stereo unspecified),i,0.07
CCOc1cc(S(=O)(=O)n2cc(-c3ccc(F)cc3)c(N)n2)cc(OCC)c1OCC,i,-0.7
Clc1ccc2oc(SCc3cccnc3)nc2c1,i,-2
Cc1cc(F)ccc1NS(=O)(=O)c1c(C)nc2scc(C)n2c1=O,i,-0.74
CCCCNS(=O)(=O)C1CCS(=O)(=O)C1 (stereo unspecified),i,0.23
CCC(C)N1CCC2(CC1)N=c1c(c3c4c5c(C)c(O)c3c(O)c1=NC(=O)C(C)=CC=C[C@H](C)[C@H](O)[C@@H](C)[C@@H](O)[C@@H](C)[C@H](OC(C)=O)[C@H](C)[C@@H](OC)C=CO[C@@](C)(O5)C4=O)N2 (stereo partly specified),i,/
COc1ccc(CNC(=O)CN2C(=O)CSc3ccc(S(=O)(=O)N4CCOCC4)cc32)cc1,i,0.04
Cc1ccc(OCC(=O)NN2C(=O)c3ccccc3C2=O)c(C)c1,i,0.01
O=C(NCCCc1ccccc1)c1ccc([N+](=O)[O-])cc1Cl,i,-0.06
O=S(=O)(c1ccc(F)cc1)N1CCN(c2ccccc2)CC1,i,0.07
C/C(=C\C(=S)Nc1ccccc1)Nc1ccc2ccccc2c1,i,-0.32
O=C(CC(c1ccccc1)c1ccccc1)NCc1cccnc1,i,-2.1
N#CC(=C=[N-])c1nc2ccccc2nc1-[n+]1cccc(NC(=O)c2cccs2)c1,i,0.53
O=C(CN1C(=O)CCS(=O)(=O)c2ccccc21)NCc1ccccc1,i,0
COc1ccc(C(=O)N2CCN(Cc3ccccc3)CC2)cc1[N+](=O)[O-],i,0.17
COc1ccc(NC(=O)CC2C(=O)N(c3cccc(OC)c3)C(=O)N2CCC(C)C)cc1 (stereo unspecified),i,-0.24
COc1ccc(C(=O)NCCCNC(=O)c2ccccn2)cc1Br,i,-0.41
COc1cccc2cc(S(=O)(=O)c3ccc(C)cc3)/c(=N/NS(=O)(=O)c3ccc(C)cc3)oc12,i,0.21
COc1cc2c(cc1OC)C(c1ccccc1)CC2=O (stereo unspecified),i,-1.1
COc1ccccc1CNC(=O)C(Cc1c[nH]c2ccccc12)NC(=O)OCc1ccccc1 (stereo unspecified),i,-2
O=C(Cc1ccc(S(=O)(=O)N2CCOCC2)s1)N1CCN(S(=O)(=O)c2cccc([N+](=O)[O-])c2)CC1,i,-0.14
O=C(Nc1cc(S(=O)(=O)N2CCCCC2)ccc1Cl)C1=NN(c2ccccc2)C(=O)CC1,i,1
COc1ccc(N(CC(=O)NCC2CCCO2)C(=O)CCC(=O)Nc2nccs2)c(OC)c1 (stereo unspecified),i,-0.08
CC(=O)NCC(=O)OCN1C(=O)c2ccccc2C1=O,i,1.9
C=CCn1cccc(C(=O)Nc2ccc(Cl)cc2)c1=O,i,-0.56
CCCCSc1nc2c(c(=O)[nH]c(=O)n2C)n1CCc1ccccc1,i,0.4
CC1=NOC(=O)/C1=C/c1ccc(N(C)C)cc1,i,-1.1
CC(C)NC(=O)c1ccc(OC2CSC2)cc1,i,-0.32
Cc1c(C(=O)NCc2ccccn2)oc2ccc(Br)cc12,i,1.4
O=C1c2cccc3c(O)ccc(c23)C(=O)N1Cc1ccccc1,i,-19
COc1ccc(C2CC(c3ccc(Cl)cc3)=NN2C(C)=O)cc1 (stereo unspecified),i,0.02
CC(=O)Nc1sc(N/N=C/c2ccc(N(C)C)cc2)nc1-c1ccc(C)cc1,/,0.06
Cc1ccc2c(Cl)c(C(=O)NC3CC3)sc2c1,i,0.1
O=C(Nc1ccc(Oc2ccc(NC(=O)Nc3ccc([N+](=O)[O-])cc3)cc2)cc1)Nc1ccc([N+](=O)[O-])cc1,i,-0.97
O=S(=O)(Nc1ccccc1N1CCCCC1)c1ccc(F)cc1,i,-4
COC(=O)c1ccc(COC(=O)CNC(=O)c2ccco2)cc1,i,0.01
CCn1c(C(c2ccccc2)c2ccccc2)n[nH]c1=S,i,3.5
C=CCNC(=O)[C@@H]1CSC2c3ccc(OC)c(OC)c3C(=O)N21 (stereo partly specified),i,-0.06
N/C(=N/OCc1cccc([N+](=O)[O-])c1)c1nonc1N,i,/
CC1(C)Cc2cccc(OCC(=O)O)c2O1,i,0.02
COc1ccc(N2C(=O)C3CC(C)=C(C)CC3C2=O)c(OC)c1 (stereo unspecified),i,0.43
Cc1cccc(NC(=O)CCC(=O)c2cccs2)n1,i,-0.05
CC(C)(C)C(=O)C[n+]1cccc(C(N)=O)c1,i,0.56
O=C(NN1C(=O)/C(=C/c2cccs2)SC1=S)c1ccncc1,-10*,-0.31
COc1ccc(CCNC(=O)CCN2C(=O)[C@@H]3Cc4ccccc4CN3C2=O)cc1OC,i,0.66
CC1CCCCC1NC(=O)/C=C/c1nc2ccccc2s1 (stereo unspecified),i,0.02
O=c1[nH]c2cc3c(cc2cc1C(c1nnnn1C1CCCCC1)N1CCSCC1)OCCO3 (stereo unspecified),i,/
O=C(c1ccc(Cl)s1)N1CCc2ccccc21,i,2.7
O=[N+]([O-])c1cccnc1S(=O)(=O)c1ccccc1,i,-2.5
COc1cnc(-c2ccccn2)nc1Oc1ccccc1Cl,i,1.5
CC(C)n1nnnc1-c1cccc(Cl)c1,i,0.8
CC(C)CC(=O)Nc1ccc(Cc2ccncc2)cc1,i,-0.04
CCC(=O)N(Cc1cc2cccc(C)c2[nH]c1=O)c1ccccc1OC,i,0.52
CCC1Sc2ccc(S(=O)(=O)CCC(=O)Nc3ccccc3Cl)cc2NC1=O (stereo unspecified),i,-1.1
C=CCn1c(SCc2nc3ccccc3[nH]2)nnc1-c1ccccn1,i,0.57
COc1ccc2c(c1)CC(=O)NC=C2,i,-0.46
O=C(Cn1cnc2c(nnn2-c2cccc(Cl)c2)c1=O)NCc1ccccc1,i,0.04

# (cont.)
SMILES,CHT block,Kir21 block
O=C(O)c1cccc(N2C(=O)c3cccnc3C2=O)c1,i,0.17
CN(C)c1ccc(/C=N/NC(=O)c2nonc2N)cc1[N+](=O)[O-],i,1.4
Cc1cccc(C)c1OCC(=O)Nc1oc(-c2ccccc2)c(-c2ccccc2)c1C#N,i,0.62
COc1ccc(/C=C/C(=O)N2CCCc3ccccc32)cc1,i,-0.06
CCC(C)(C)c1nnc(NC(=O)c2cccc([N+](=O)[O-])c2)s1,i,1.1
O=C(/C=C/c1ccco1)Nc1ccc(Oc2ccc(Cl)cc2)cc1,i,0.07
CCCCCCCC(=O)NN=C1CCN(Cc2ccccc2)CC1,i,0.66
O=C(NCC(c1cccnc1)N1CCOCC1)Nc1ccccc1 (stereo unspecified),i,1.8
Cc1ccc(C)n1-c1ccc(-c2ccn[nH]2)cc1,i,-0.07
CCC(C)c1ccc(OCCn2ccnc2)cc1 (stereo unspecified),i,0.1
CCCC(=O)N1CCN(c2nc3ccc(CC)cc3s2)CC1,i,-1.9
CCOc1ccc(C(=S)N2CCOCC2)cc1OC,i,-0.69

# Compound profiles (already shown). Values in the order: CHT block, Kir21 block
# `CC1CN(C2CCN(C(=O)c3ccccc3)CC2)CC(C)O1` (stereo unspecified) as listed: i, 0.9
# `COc1ccc(C2CC(c3ccc(Cl)cc3)=NN2C(C)=O)cc1` (stereo unspecified) as listed: i, 0.02
# `CCN1/C(=C/C=C/C=C/C=C/c2sc3ccccc3[n+]2CC)Sc2ccccc21` as listed: i, 0.83
# `O=C(Cn1cnc2c(nnn2-c2cccc(Cl)c2)c1=O)NCc1ccccc1` as listed: i, 0.04
# `O=C(NCCCc1ccccc1)c1ccc([N+](=O)[O-])cc1Cl` as listed: i, -0.06

# Next part
SMILES,CHT block,Kir21 block
Cc1c(NC(=O)C(C)OC(=O)/C=C/c2ccc(OC(F)F)cc2)c(=O)n(-c2ccccc2)n1C (stereo unspecified),i,0.38
COc1ccc(NC(=O)c2cn(CCC#N)nc2-c2cccs2)cc1,i,1.1
O=C1CC(c2ccccc2Cl)Cc2c1cnn2-c1nc2ccccc2s1 (stereo unspecified),i,-1.4
CCCN=C1NC(=O)C(CC(=O)NCCc2ccc(OC)c(OC)c2)S1 (stereo unspecified),i,-1.6
COc1cccc(CN2CC(C(=O)N(C)Cc3[nH]c4ccccc4c3C)CCC2=O)c1 (stereo unspecified),i,-1.3
CCc1nn(CC(=O)NCc2cccnc2)c(=O)c2cc3occc3n12,i,0.16
CCOC(=O)C1CCN(C(=O)CN(c2ccc3c(c2)OCCO3)S(=O)(=O)c2ccccc2)CC1,i,0.39
Cn1c2c(c3ccccc31)CCSC2=O,i,-1.1
NC(=O)C1=C[C@H](C2CCCCC2)C[C@H](OCc2ccc(CO)cc2)O1,i,-3.8

# Quoted from the listing.
# Entry for `CCCN=C1NC(=O)C(CC(=O)NCCc2ccc(OC)c(OC)c2)S1` (stereo unspecified) under Kir21 block: -1.6
# Entry for `O=C1CC(c2ccccc2Cl)Cc2c1cnn2-c1nc2ccccc2s1` (stereo unspecified) under Kir21 block: -1.4
# Entry for `NC(=O)C1=C[C@H](C2CCCCC2)C[C@H](OCc2ccc(CO)cc2)O1` under Kir21 block: -3.8
# Entry for `COc1cccc(CN2CC(C(=O)N(C)Cc3[nH]c4ccccc4c3C)CCC2=O)c1` (stereo unspecified) under Kir21 block: -1.3
# Entry for `COc1ccc(NC(=O)c2cn(CCC#N)nc2-c2cccs2)cc1` under Kir21 block: 1.1

# Bioassay records: PubChem, Johns Hopkins Ion Channel Center
